HT1080NT lethal – kills 2HG-producing HT-1080-NT fibrosarcoma cells; 1.6% of 360,000 active; Potency, µM (doses to about 46.1 µM), for the others: at the highest dose activity, negative = less viability, actives largely listed as cytotoxic; HT-1080-NT fibrosarcoma viability, CellTiter-Glo ATP luminescence, 48 h;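 note: NT is the 2HG producing partner of a matched IDH1 knockdown line; 0% = DMSO-treated cells and -100% = media-only wells without cells; nearly all actives have a fitted effect of over 55% in size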
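750 cells/well, RPMI + 5% FBS; 2 h settle, compound pin-transfer, 48 h at 37 degrees C. CellTiter-Glo 10 min RT, luminescence. Normalized to DMSO and media-only wells.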
GLP-1R inv ag – inverse agonists of human GLP-1 receptor; HEK293 GLP-1R CRE-luciferase, luminescence, 24 h; GLP-1R form is constitutively active; AID 624417; P43220; 1.6% of 410,000 active; Potency, µM (series often up to 38.3 µM), without a hit: top-dose activity change, negative = inhibition, hits mostly inhibitors; note: % is set by controls: 0 for no effect and ±100 for the full control effect; nearly all actives have a fitted effect of over 55% in size
Target sequence (P43220 whole entry, looked up): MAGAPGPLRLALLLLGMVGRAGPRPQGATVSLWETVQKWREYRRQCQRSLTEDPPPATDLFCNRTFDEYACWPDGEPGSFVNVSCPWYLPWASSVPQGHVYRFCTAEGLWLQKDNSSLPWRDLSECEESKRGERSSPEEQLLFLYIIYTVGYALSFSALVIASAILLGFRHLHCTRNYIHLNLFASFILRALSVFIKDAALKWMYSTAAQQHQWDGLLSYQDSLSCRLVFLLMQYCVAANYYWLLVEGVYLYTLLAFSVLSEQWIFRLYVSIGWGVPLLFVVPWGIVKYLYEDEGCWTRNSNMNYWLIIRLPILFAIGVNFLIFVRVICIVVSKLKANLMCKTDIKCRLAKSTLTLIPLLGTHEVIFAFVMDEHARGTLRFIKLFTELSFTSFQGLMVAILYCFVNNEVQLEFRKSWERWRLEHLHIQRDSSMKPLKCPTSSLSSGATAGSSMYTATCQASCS
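GLP-1R inverse agonism mode: basal reporter luminescence in engineered HEK293 cells measured after one day of compound exposure at 37 deg C, with a 12 min room-temperature detection step.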
KB-V1 MDR tox – KB-V1 MDR subline cytotoxicity; KB-V1 MDR cells viability, CellTiter-Glo, 72 h; Potency, µM (doses to about 46.1 µM), without a hit: at the highest dose activity change, negative = cytotoxicity, actives largely listed as cytotoxic; AID 1347076; 3.4% of 400,000 active; note: % is set by controls: 0 for no effect and ±100 for the full control effect; nearly all actives have a fitted effect of over 60% in size
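Cytotoxicity toward P-gp-expressing KB-V1 cells was determined as loss of CellTiter-Glo luminescence after 72 h at 37 degrees C. Compounds were tested in quantitative HTS format across a concentration range, with curves fitted to normalized data.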
HT1080 IDH1KD tx – HT-1080 IDH1 knockdown cell toxicity (counter line). HT-1080 IDH1 knockdown viability, ATP luminescence, 48 h. Potency, µM (highest dose often 46.1 µM), inactives show at the highest dose activity, negative = toxicity, actives largely listed as cytotoxic. 2% of 360,000 active. AID 686971;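 note: 0% = DMSO wells and -100% = cell-free medium wells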
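IDH1KD HT-1080 cells, 750/well, RPMI + 5% FBS; compound pinned after 2 h settling; 48 h, 37 °C; CellTiter-Glo luminescence; % activity normalised to DMSO and no-cell wells; curves fitted, classed by r2 and efficacy.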
GLP1R ag – GLP-1 receptor (human) agonism. HEK293 GLP-1R CRE-luciferase, luminescence, 4-6 h; cells express a hypersensitive GLP-1R form. Potency, µM (titrated, usually from 45.6 µM), for inactives: at the highest dose activation, actives largely listed as activators. 0.007% of 380,000 active; note: % of control where 0% means no effect
KB-3-1 tox – KB-3-1 parental cell cytotoxicity; Potency, µM (series often up to 46.1 µM), for inactives: at the highest dose activity change, negative = cytotoxic, actives largely listed as cytotoxic; KB-3-1 viability, CellTiter-Glo ATP luminescence, 72 h; 1.4% of 400,000 active; note: % is set by controls: 0 for no effect and ±100 for the full control effect; nearly all actives have a fitted effect of over 60% in size
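Cells are dispensed, compounds pinned in, plates held at 37 °C for 72 h, then CellTiter-Glo is added and luminescence read after 10 minutes. Cell line: parental KB-3-1 in phenol-red-free DMEM, 10% FBS.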
HEK293 tox – cytotoxic in the GLP-1 receptor inverse agonist counter-screen. AID 624418. Potency, µM (doses to about 38.3 µM), for inactives: top-dose activity change, negative = inhibition, hits mostly inhibitors. HEK293 cAMP-luciferase reporter cells, luminescence, 24 h. 0.13% of 410,000 active;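 note: loss of luciferase light is scored as toxicity; % is set by controls: 0 for no effect and ±100 for the full control effect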
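1536-well qHTS counterscreen of the MLSMR; 200 cells/uL, 12 h pre-incubation, 23 nL cpd, 24 h at 37 deg C 5% CO2, luciferase detection reagent, 12 min RT, luminescence. Inhibition = undesired.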
SW480 rerep – inducers of DNA re-replication in SW480 colon cancer cells. SW480 DNA re-replication, Hoechst DNA content imaging, 48 h. Potency, µM (titrated, usually from 46.1 µM), without a hit: at the highest dose re-replication activation, actives largely listed as activators. 1.8% of 340,000 active. AID 624297; note: % of control where 0% means no effect; nearly all actives have a fitted effect of over 55% in size
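Image-based read-out: total Hoechst fluorescence of nuclei (405 nm excitation, 500-530 nm emission), with hits raising the fraction of high-intensity nuclei. SW480 colon cells incubated 48 hr with compounds at 37 C.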
TDP-43 yeast inh – TDP-43 toxicity inhibition in yeast. TDP-43 expressing yeast growth rescue, BacTiter-Glo, 24 h. AID 652104. Potency, µM (titrated, usually from 46.1 µM), for inactives: at the top dose growth rescue (activation), actives largely listed as activators. 1.8% of 410,000 active; note: % of control where 0% means no effect; nearly all actives have a fitted effect of over 50% in size
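Galactose-induced TDP-43 yeast, OD600=0.02, compound pinned; 24 hr, 30 deg C; BacTiter-Glo luminescence for growth. Inhibitors of TDP-43 toxicity read as activators.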
* hit, by the source's call; ? = inconclusive; / = no result given; [ ] = dose if it differs, or a comment. Calls come from the whole dose curve; as a rule, active = well fitted curve in the direction sought with a large enough effect; inconclusive = small, poorly fitted or top-dose-only effect, or another doubt; inactive = no such curve, though single readings can be large; an effect the other way counts as inactive or inconclusive. Potency is the fitted concentration of half-maximal effect.

SMILES	HT1080NT lethal	GLP-1R inv ag	KB-V1 MDR tox	HT1080 IDH1KD tx	GLP1R ag	KB-3-1 tox	HEK293 tox	SW480 rerep	TDP-43 yeast inh
COc1ccccc1NC(=O)c1ccc(NS(=O)(=O)c2c(C)noc2C)cc1	0%	0%	10%	-3%	-5%	-10%	-21%	-1%	-5%
O=C(CN1C(=O)NC2(CCCC2)C1=O)Nc1ccc(S(=O)(=O)N2CCOCC2)cc1	-1%	-1%	-8%	6%	5%	6%	-14%	5%	18%
CC(C)N1CCc2[nH]c(=S)[nH]c(=O)c2C1	15%	0%	9%	3%	-17%	4%	-11%	-6%	-18%
CC(O)C(=O)N/N=C/c1ccccc1C(=O)O (stereo not given)	14%	4%	-1%	26%	0%	11%	6%	-8%	5%
Cc1ccc(O)c(CNc2nc3ccccc3[nH]2)c1	-13%	?	?	0%	20%	0%	-16%	-10%	-5%
CN(C(=O)CCN1C(=O)c2ccccc2C1=O)c1ccccc1	15%	-5%	3%	12%	0%	-2%	-25%	-7%	11%
COCCCNC(=O)c1ccc(CNS(=O)(=O)c2ccc(NC(C)=O)cc2)cc1	9%	9%	9%	8%	-9%	8%	1%	-4%	-6%
Cc1ccc(C(=O)O)cc1Nc1ncnc2sc3c(c12)CCC3	7%	8%	-3%	17%	7%	15%	?	4%	-2%
CCOC(=O)c1sc(NC(=O)C2CSC3(C)CCC(=O)N23)nc1C (stereo not given)	-2%	4%	-2%	2%	7%	-1%	6%	-16%	3%
CN(C)C(=O)CSc1cnc2ccccc2n1	2%	14%	-1%	-2%	13%	0%	-7%	-25%	-16%[0.397 µM]
O=C(/C=C/c1ccc(F)cc1)Nc1ccc(S(=O)(=O)Nc2ncccn2)cc1	7%	18%	26%	-5%	-8%	6%	7%	-19%	8%
COc1ccc(C(=O)/C=C/c2ccc(O)cc2)cc1	-28%	9%	-16%	2%	6%	0%	-12%	16%	?
Cc1cc(C)c(S(=O)(=O)N(C)CC(=O)N2CCCCC2)c(C)c1	3%	-5%	-1%	-1%	11%	-11%	0%	-3%	13%
Cc1cc(C)cc(NC(=O)c2ccc3oc(=O)c(S(=O)(=O)c4ccc(F)cc4)cc3c2)c1	/	-3%	-1%	/	/	2%	24%	/	-2%
CC(C)(O)C#Cc1ccc(C(=O)N2CCCC(CNS(=O)(=O)c3cccs3)C2)o1 (stereo not given)	18%	-10%	-13%	3%	0%	-3%	1%	21µM*	11%
COc1ccc(CC(=O)NC2CCSc3ccccc32)c(OC)c1 (stereo not given)	21%	?	-4%	8%	14%	-2%	2%	-49%	?
O=C(c1ccco1)N1CCN(C(=O)c2cc(-c3ccccc3)nc3ccccc23)CC1	-22%	-24%	0%	-16%	7%	0%	54%[activator]	3%	-3%
Cn1c(-c2ccccc2)cc2ccccc21	-1%	-12%	10%	8%	4%	15%	-2%	-2%	0%
COc1ccccc1NC(=O)CN1C(=O)C(C)SC(C)C1=O (stereo not given)	22%	12%	3%	12%	1%	11%	9%	-3%	-28%
COc1ccccc1/C=N/NC(=O)C(=O)NCc1cccnc1	19%	14%	-21%	14%	5%	14%	6%	-9%	0%
COc1cc(C)c(/C=C(\C#N)C(=O)Nc2ccc(C)cc2)cc1C(C)C	7%	31%[activator]	3%	13%	10%	-3%	9%	7%	-13%
O=C(CSc1nnnn1-c1cccc2c1CCCC2)N1CCCCC1	-4%	?	0%	-19%	1%	1%	-17%	2%	?
COCC1CCCCN1C(=O)CCCn1nnnc1CN1CCC(C)CC1 (stereo not given)	-8%	-4%	/	-8%	4%	/	19%	-8%	-5%
COc1ccc(-c2csc(N3CCSCC3)n2)cc1	-8%	?	13%	7%	27%	4%	8%	2%	9%
CC(C)=CC(=O)Nc1c(C)cc(C)cc1Cl	15%	12%	-6%	4%	20%	6%	2%	-3%	-24%[9.22 µM]
O=C(CCC(=O)NNc1nc2ccccc2c2nc(-c3ccccc3)nn12)NCCCN1CCOCC1	-4%	-3%	24%	0%	-2%	0%	24%	-3%	1%
COc1ccccc1NC(=S)Nc1ccccn1	-1%	?	?	-1%	-3%	-6%	?	?	?
CSc1ccc(C(=O)Nc2ccc(-c3nc4ccccc4s3)c(O)c2)cc1	/	9%	?	/	-5%	1%	2%	/	1%
C=CCNc1ncnc2c1[nH]c1ccccc12	-2%	0%	4%	-11%	1%	?	-28%	-1%	7%
COc1ccccc1N(CN1CCCC1=O)C(=O)c1c(F)cccc1F	4%	1%	-26%	5%	4%	-11%	4%	-2%	6%
CC(=O)Nc1ccc(S(=O)(=O)N(CCO)Cc2ccccc2)cc1	9%	0%	0%	2%	-12%	0%	7%	-1%	3%
CC(=O)N1C(=O)N(C)C2C1N(C(C)=O)C(=O)N2C (stereo not given)	11%	15%	15%	0%	3%	-4%	15%	1%	-4%
O=C(Cn1cnc2c(nnn2Cc2ccccc2)c1=O)N1CCN(c2ccccc2)CC1	4%	11%	-1%	1%	-4%	6%	4%	-3%	11%
Cc1ccccc1NC(=O)CSc1nc2scc(C)c2c(=O)[nH]1	19%	0%	?	8%	13%	-13%	-5%	-1%	-15%
COc1cc(CNCCSc2nnnn2C)ccc1OCc1ccc(F)cc1	/	-25%	17%	/	6%	?	?	/	-24%
c1ccc(C2CC3CC(c4ccccc4)N2O3)cc1 (stereo not given)	0%	-22%	-28%	-4%	6%	-10%	14%	3%	23%
CCC(CC)C1=NN2C(=N)/C(=C/c3ccc(OC(=O)c4ccco4)cc3)C(=O)N=C2S1	-3%	-17%	24%	-1%	-1%	0%	-4%	0%	-8%
COc1ccccc1NC(=O)C(=O)c1cc(C)n(-c2cc(C)cc(C)c2)c1C	/	?	2%	/	/	-1%	9%	/	3%
O=C(NC1CCCCCC1)c1ccc(CS(=O)Cc2ccccc2Cl)o1 (stereo not given)	-17%	-7%	0%	-13%	2%	-14%	-7%	?	5%
CCCCC/C(=N\NC(=O)CCC(=O)NCc1ccccc1)c1ccccc1	?	-20%	?	?	13%	?	-22%	14%	11%
CC(=O)Nc1ccc(S(=O)(=O)N(C)c2nc3ccccc3nc2Cl)cc1	-1%	?	-36%	-10%	6%	-10%	9%	?	-18%
Cc1ccn2c(C(=O)NN=C3CCN(C)CC3)c(C)nc2c1	16%	10%	10%	-3%	6%	-2%	2%	?	0%
Cc1ccc2c(c1)c1c(c(=O)n(Cc3ccccc3)c(=O)n1CC(=O)NCc1ccccc1Cl)n2C	/	11%	21%	/	/	4%	-1%	/	6%
CCn1c(SCC(=O)Nc2ccc3c(c2)OCCO3)nnc1-c1cccs1	1%[9.24 µM]	-1%	-14%	4%	-11%	5%	-7%	1%	-17%
COC(C[C@@H]1O[C@@H]1C(=O)COCc1ccccc1)OC	3%	2%	14%	-2%	-2%	-15%	2%	4%	-13%
CC1C(=O)N(Cc2cn(Cc3ccco3)nn2)CCS(=O)(=O)N1Cc1ccc(-c2cccc(N(C)C)c2)cc1 (stereo not given)	-12%	-25%	4%	-13%	10%	0%	4%	/	7%
O=C(/C=C/c1ccccc1)C1=C(O)C(=O)N(CCO)C1c1ccc2c(c1)OCO2 (stereo not given)	20%	8%	-11%	3%	-1%	2%	-1%	-12%	4%
CC(C)(C)NC(=O)C(Cc1ccccc1)N1C(=O)c2ccccc2C1=O (stereo not given)	-1%	8%	-5%	1%	-1%	4%	8%	-24%	-13%
CC(=O)N1c2c(cc(Br)cc2S(=O)(=O)NCc2ccccc2)CC1C (stereo not given)	0%	16%	0%	-3%	10%	-11%	-4%	-22%	-11%
O=[N+]([O-])c1ccc(NN=Cc2cccc(O)c2)nc1	-15%	?	5%	-28%	14%	-1%	-17%	?	11%
COc1ccc(-c2ccc3c(c2)S(=O)(=O)c2cccc(C(=O)NC4CCCC4)c2C3=O)cc1OC	10%	8%	14%	5%	-1%	1%	-24%	-16%	10%
CCn1c(C)cc(/C=C2\NC(=O)N(Cc3ccccc3)C2=O)c1C	-3%	6%	-3%	0%	-1%	2%	-17%	12%	14%
O=C(O)C1=C[C@@H](c2ccc(F)cc2)C[C@@H](OCCCCO)O1	2%	12%	?	4%	0%	30%	4%	-12%	1%
COc1ccccc1NC(=O)Cn1nc(-c2ccc(Cl)cc2)c2ccccc2c1=O	-25%	?	?	-24%	12%	?	?	9%	28%
COc1cc(C(=O)Oc2ccccc2OC(=O)c2cc(OC)c(OC)c(OC)c2)cc(OC)c1OC	-10%	29%	-5%	-8%	8%	-5%	-11%	-4%	-14%

A draw from above in order of length of the SMILES, lowest first.
SMILES	HT1080NT lethal	GLP-1R inv ag	KB-V1 MDR tox	HT1080 IDH1KD tx	GLP1R ag	KB-3-1 tox	HEK293 tox	SW480 rerep	TDP-43 yeast inh
CCn1c(C)cc(/C=C2\NC(=O)N(Cc3ccccc3)C2=O)c1C	-3%	6%	-3%	0%	-1%	2%	-17%	12%	14%
O=C(O)C1=C[C@@H](c2ccc(F)cc2)C[C@@H](OCCCCO)O1	2%	12%	?	4%	0%	30%	4%	-12%	1%
O=C(/C=C/c1ccccc1)C1=C(O)C(=O)N(CCO)C1c1ccc2c(c1)OCO2 (stereo not given)	20%	8%	-11%	3%	-1%	2%	-1%	-12%	4%
COc1cc(C(=O)Oc2ccccc2OC(=O)c2cc(OC)c(OC)c(OC)c2)cc(OC)c1OC	-10%	29%	-5%	-8%	8%	-5%	-11%	-4%	-14%
COc1ccc(-c2ccc3c(c2)S(=O)(=O)c2cccc(C(=O)NC4CCCC4)c2C3=O)cc1OC	10%	8%	14%	5%	-1%	1%	-24%	-16%	10%
CC1C(=O)N(Cc2cn(Cc3ccco3)nn2)CCS(=O)(=O)N1Cc1ccc(-c2cccc(N(C)C)c2)cc1 (stereo not given)	-12%	-25%	4%	-13%	10%	0%	4%	/	7%

Screening results from PubChem BioAssay.
